# Bioassay records: PubChem BioAssay, several laboratories
# GAA850 FXN act: FXN promoter activators, primary screen, cell-based, luciferase luminescence, HEK293 lucGAA850; HEK293 lucGAA850 FXN promoter luciferase reporter, 24 h; percent of 10 µM SAHA response; activation, % at 6 µM; hit rate 0.56% among 360,000; AID 540364, 2011;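 active = activation above the average of all compounds screened plus 3 SD, cutoff fixed separately per campaign, cut at about 7.5% in these data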;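 also: 0% = DMSO wells and 100% = 10 µM SAHA wells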
# ADAM10 inh: human ADAM10 inhibitors, primary screen, biochemical, QFRET, HTS; Disintegrin and metalloproteinase domain-containing protein 10 (Homo sapiens), O14672; recombinant ADAM10, EDANS/DABCYL FRET peptide cleavage, 3 h; inhibition, % at 7 µM; hit rate 0.62% among 370,000;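 active = inhibition above a per-campaign cutoff equal to the mean of compounds falling between control-based bounds plus 3 SD, cut at about 20% in these data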;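 also: 0% = DMSO wells while the 100% control is not disclosed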
# Target sequence (O14672 214-748 limits assumed): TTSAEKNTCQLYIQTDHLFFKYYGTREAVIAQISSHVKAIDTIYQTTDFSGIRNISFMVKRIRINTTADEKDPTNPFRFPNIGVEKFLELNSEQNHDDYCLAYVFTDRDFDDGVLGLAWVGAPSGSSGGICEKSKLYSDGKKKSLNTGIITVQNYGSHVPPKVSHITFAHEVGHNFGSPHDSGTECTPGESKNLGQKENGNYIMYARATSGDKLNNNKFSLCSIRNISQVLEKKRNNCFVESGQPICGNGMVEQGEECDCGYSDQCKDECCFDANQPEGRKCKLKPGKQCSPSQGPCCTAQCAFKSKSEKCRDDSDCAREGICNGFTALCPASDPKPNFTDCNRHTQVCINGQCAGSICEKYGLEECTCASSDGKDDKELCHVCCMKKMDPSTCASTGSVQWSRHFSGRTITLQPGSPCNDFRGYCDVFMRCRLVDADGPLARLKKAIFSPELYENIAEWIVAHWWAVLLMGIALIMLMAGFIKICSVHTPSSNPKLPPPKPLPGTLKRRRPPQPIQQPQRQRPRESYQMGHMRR
# rCAG RNA binder: binders of r(CAG) RNA repeats, primary screen, biochemical, fluorescence; hit rate 1.3% among 370,000; inhibition, % at 3 µM; r(CAG) RNA repeat, TO-PRO-1 dye displacement fluorescence;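 active = inhibition above the plate cutoff, the mean of all test compounds on that plate plus 3 SD, cut at about 35% in these data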;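 also: 0% = DMSO alone and 100% = 100 µM mitoxantrone as full dye displacement; higher means more dye released from RNA so lower well fluorescence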
# HGIII-sPLA2 inh: human group III sPLA2 inhibitors, primary screen, biochemical, QFRET, BODIPY PC-A2 liposome substrate; hit rate 0.56% among 370,000; QFRET BODIPY PC-A2 liposome hydrolysis, fluorescence; AID 743126, 2013; Group 3 secretory phospholipase A2 (Homo sapiens), Q9NZ20; inhibition, % at 12.2 µM;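 active = inhibition above mean plus 3 SD of compounds lying within the high and low control bounds, cut at about 19% in these data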;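 also: 0% = median of test compound wells and 100% = no enzyme DMSO wells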
# ARFGAP1 inh: inhibitors of rat ARFGAP1 GAP activity, primary screen, biochemical, fluorescence polarization, GDP tracer; ADP-ribosylation factor GTPase-activating protein 1 (Rattus norvegicus), Q62848; Arfgap1-stimulated ARF1 GTP hydrolysis, GDP FP detection; inhibition, % at 16.5 µM; hit rate 0.26% among 360,000; AID 651572, 2012;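 active = inhibition above a per-plate limit, mean inhibition of low control wells plus 3 SD, cut at about 25% in these data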;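 also: 0% = DMSO wells with enzyme and 100% = wells lacking Arfgap1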
# Target sequence (Q62848 1-136 limits assumed): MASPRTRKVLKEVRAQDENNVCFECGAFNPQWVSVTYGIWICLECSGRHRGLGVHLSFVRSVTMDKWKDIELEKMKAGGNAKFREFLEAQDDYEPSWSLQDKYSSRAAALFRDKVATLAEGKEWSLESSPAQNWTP
#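 system = rat Arfgap1 catalytic domain, aa 1-136 | technique = FP, GDP Alexa 633 tracer displaced from anti-GDP antibody, 620/688 nm | compound = one concentration, 16.5 µM, DMSO 1.26% | medium = HEPES-based buffer, pH 7.5 | timing = compound-enzyme preincubation 20 min, reaction 120 min, detection 60 min, 25 °C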
# ASAP1 inh: inhibitors of human ASAP1 ArfGAP activity, primary screen, biochemical, fluorescence polarization; ASAP1-stimulated ARF1 GTP hydrolysis, GDP FP detection; inhibition, % at 16.5 µM; hit rate 0.19% among 360,000; AID 624377, 2012; in the data active = inhibition above about 25%;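 also: 0% = vehicle with enzyme and substrate and 100% = no enzyme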
# NPR2 activator: human GC-B receptor activators, primary screen, HEK293 GC-B cells, cGMP TR-FRET, EC30 CNP. activation, % at 10 µM. hit rate 0.11% among 370,000. 0% at EC30 CNP, 100% saturating CNP;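 active = activation at 10 µM reaching about 35% in either raw or pattern-adjusted values, limit read from the data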
# Tn6 DDE FP: inhibitors of Tn6 peptide binding to fibrin DD(E), primary screen, biochemical, fluorescence polarization, human fibrin, Tn6 probe; hit rate 0.21% among 370,000; inhibition, % at 8.3 µM; Fibrin DD(E) TRITC-Tn6 fluorescence polarization displacement; AID 720509, 2013;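 active = inhibition above a per-campaign cutoff: mean of compounds within control limits plus 3 SD, cut at about 15% in these data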;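 also: 0% = median of all compound wells on the plate and 100% = blocking peptide control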
# KLK7 zymogen act: proKLK7 zymogen activators, primary screen, biochemical, fluorescence intensity; purified proKLK7, EDANS-DABCYL substrate fluorescence; 100% is mature enzyme control, 0% vehicle; activation, % at 7 µM; hit rate 0.9% among 370,000; AID 652039, 2013;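 active = activation above the mean of all tested compounds plus 3 SD, computed per campaign excluding outliers beyond control limits, cut at about 13% in these data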
# Target sequence (P49862 whole entry, looked up): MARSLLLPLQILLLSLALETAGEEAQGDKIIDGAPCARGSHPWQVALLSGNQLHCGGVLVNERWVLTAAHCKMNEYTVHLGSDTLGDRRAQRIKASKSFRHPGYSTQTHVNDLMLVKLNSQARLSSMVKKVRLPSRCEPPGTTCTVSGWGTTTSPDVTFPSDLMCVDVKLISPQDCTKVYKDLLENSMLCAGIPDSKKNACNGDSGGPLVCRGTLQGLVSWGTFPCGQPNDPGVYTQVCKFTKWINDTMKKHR
# NPR1 activator: GC-A stimulated cGMP production enhancers – HEK293 GC-A cells, cGMP TR-FRET, EC30 ANP, primary screen; Atrial natriuretic peptide receptor 1 (Homo sapiens), P16066; 0% at EC30 ANP, 100% saturating ANP; activation, % at 10 µM; hit rate 0.14% among 370,000; AID 1671463, 2021; in the data active = activation above about 40%
# The depositor's hits bear a star; i = inactive; · = no result given.
1: CCCCNc1cc(C)nc(N2CCOCC2)n1
2: CC1CC(=O)N(CC(=O)Nc2ccc(Br)cc2)c2ccccc2S1(=O)=O (stereo not drawn)
3: COc1ccc(CNC(=O)O[C@]23C[C@H]4C(=O)N(c5ccccc5)C(=O)[C@H]4C[C@@]2(O)CN(S(=O)(=O)c2ccc(C)cc2)C3)cc1OC
4: CN(C)CCNC(=O)c1ccc2c(c1)N(Cc1ccc(F)cc1)CCS2
5: CCCOc1ccc(OCCCCNC(C)CC)cc1 (stereo not drawn)
6: Cc1ccc(NC(=O)CN2C(=O)NC(C)(c3ccccc3)C2=O)c(C)c1 (stereo not drawn)

assay / entry	1	2	3	4	5	6
GAA850 FXN act	-1.1	0.9	0.3	-1.9	-1.9	2.4
ADAM10 inh	1	-4	0	i	-7	-2
rCAG RNA binder	-2	2	9	5	-1	0
HGIII-sPLA2 inh	1	-14	-12	-5	7	-4
ARFGAP1 inh	4	-7	3	-5	-3	-5
ASAP1 inh	0	8	2	6	-4	-12
NPR2 activator	-6	2	-1	-4	0	3
Tn6 DDE FP	0	-3	4	-2	2	-10
KLK7 zymogen act	0.0	0.3	0.1	62*	-0.1	0.3
NPR1 activator	0	-4	2	-7	-1	-2

7: O=C1CSc2ccc(C(=O)N3CCCC(C(=O)N4CCCCC4)C3)cc2N1 (stereo not drawn)
8: COc1ccc(CCNS(=O)(=O)c2ccc(Br)cc2)cc1
9: CC(=O)N1c2c(cc(Br)cc2S(=O)(=O)NCc2ccc(C)cc2)CC1C (stereo not drawn)
10: N#Cc1nc(Cc2ccccc2)oc1NCCN1CCOCC1
11: O=C(Cc1ccc(Cl)c(Cl)c1)Nc1ccc(SC(F)F)cc1
12: O=C(/C=C/c1ccc([N+](=O)[O-])cc1)c1cccs1

assay / entry	7	8	9	10	11	12
GAA850 FXN act	·	0.1	0.1	2.6	4.7	0.2
ADAM10 inh	-6	6	-2	5	25*	13
rCAG RNA binder	1	2	1	-4	1	-1
HGIII-sPLA2 inh	-1	-11	-10	1	-11	1
ARFGAP1 inh	·	-1	-2	8	10	-3
ASAP1 inh	·	13	-3	-5	-2	-5
NPR2 activator	10	3	-2	3	-5	-8
Tn6 DDE FP	4	-10	9	-2	-14	-3
KLK7 zymogen act	-0.1	0.4	0.6	-0.4	0.1	-0.5
NPR1 activator	1	-6	-1	1	4	-2

13: COC(=O)Oc1ccc(/C=N/NC(=O)CSCc2ccccc2Br)cc1OC
14: COc1ccc(C(CNC(=O)COc2ccccc2)N2CCCCC2)cc1 (stereo not drawn)
15: O=C(O)CC(c1ccccc1)N1C(=O)c2cccc([N+](=O)[O-])c2C1=O (stereo not drawn)
16: Cc1ccc(C)c(N2CCN(S(=O)(=O)c3ccc4c(c3)CC(=O)N4C)CC2)c1
17: C/C(=N\NS(=O)(=O)c1ccc(Br)cc1)c1ccc2c(c1)OCO2
18: CC(C)(O)C#Cc1ccc(CNC[C@H]2O[C@@H](n3cnc4c(N)ncnc43)[C@H](O)[C@@H]2O)s1

assay / entry	13	14	15	16	17	18
GAA850 FXN act	0.1	-1.1	1.2	0.9	0.6	0.2
ADAM10 inh	4	-11	-6	3	2	-11
rCAG RNA binder	1	-2	4	15	8	3
HGIII-sPLA2 inh	-16	2	11	-15	6	8
ARFGAP1 inh	2	17	1	1	0	-15
ASAP1 inh	9	-6	15	-6	-16	-8
NPR2 activator	2	-8	4	4	6	4
Tn6 DDE FP	3	2	2	-3	0	-4
KLK7 zymogen act	-0.2	0.0	1.7	-0.3	-0.2	0.3
NPR1 activator	-2	-7	-2	0	1	5

19: CCn1nc(NS(=O)(=O)c2ccc(NC(C)=O)cc2)c2cc3cc(C)ccc3nc21
20: COc1ccc(OC)c2nc3c(cc12)CCC3
21: COc1ccccc1C(c1nnnn1Cc1ccccc1)N1CCN(C2CCCC2)CC1 (stereo not drawn)
22: O=C1c2ccccc2C(=O)N1c1cccnc1
23: CC(C)CNC(=S)NC(=O)c1ccc(Cl)cc1Cl
24: O=C(Nc1ccc(Cl)c(Cl)c1)N1CC=CCC1

assay / entry	19	20	21	22	23	24
GAA850 FXN act	1.3	-0.4	-6.8	1.6	1.7	2.2
ADAM10 inh	-12	-7	7	-17	-1	6
rCAG RNA binder	12	1	-2	-1	-7	4
HGIII-sPLA2 inh	-3	3	-5	9	3	1
ARFGAP1 inh	3	0	-3	0	9	1
ASAP1 inh	13	4	5	-21	7	1
NPR2 activator	-1	0	-4	-9	-9	7
Tn6 DDE FP	2	1	-3	-8	3	0
KLK7 zymogen act	-0.2	0.2	-0.3	-0.3	0.0	0.1
NPR1 activator	-1	-2	-4	1	-1	0

25: CC(C)(CO)CNc1ccn2nccc2n1
26: O=C(CCn1nc(-c2ccccc2)ccc1=O)NCCCN1CCCCCC1
27: Clc1ccccc1CSc1nncn1NC/C=C/c1ccccc1
28: O=C(NCCCN1CCCC1=O)c1ccc(NS(=O)(=O)c2ccccc2)cc1
29: CC(C)N(C(=O)CSc1nnc(NC(=O)c2cccs2)s1)C(C)C
30: CC1CCCC(NC(=O)CSc2ncnc3ccccc23)C1C (stereo not drawn)

assay / entry	25	26	27	28	29	30
GAA850 FXN act	-4.5	-0.7	2.4	-2.1	-1.4	0.7
ADAM10 inh	-41	-3	20*	-14	-2	-23
rCAG RNA binder	-1	-7	-3	-3	4	3
HGIII-sPLA2 inh	22*	1	-48	11	-2	-1
ARFGAP1 inh	-4	6	1	4	9	-10
ASAP1 inh	7	9	-13	4	4	-23
NPR2 activator	5	-1	1	4	3	2
Tn6 DDE FP	-3	3	-7	-1	3	2
KLK7 zymogen act	0.9	-0.4	0.2	-0.3	-0.2	0.1
NPR1 activator	5	-14	0	1	5	1

31: CC(NC(=O)NC1CCCCC1)c1ccc2c(c1)OCO2 (stereo not drawn)
32: CC1(C)Cc2c(cnn2-c2cccc(F)c2)C(NC(=O)Cn2cccn2)C1 (stereo not drawn)
33: O=C(NC(Cc1ccccc1)C(=O)N1CCc2ccccc2C1)c1ccccc1 (stereo not drawn)
34: CCCS(=O)(=O)NC(=O)C1(C)CCCN(C(=O)c2cc(C)on2)C1 (stereo not drawn)
35: Cc1cc(Cl)ccc1NC(=S)NC1CCCC1
36: Cn1c(=O)c2c(SCC(=O)Nc3ccccc3F)nc(C3CC3)nc2n(C)c1=O

assay / entry	31	32	33	34	35	36
GAA850 FXN act	0.6	-1.3	-1.2	-0.4	-1.0	1.7
ADAM10 inh	7	8	-102	-10	9	-18
rCAG RNA binder	-3	-5	-5	0	-4	-1
HGIII-sPLA2 inh	-3	1	1	2	19	6
ARFGAP1 inh	0	4	-3	-7	2	5
ASAP1 inh	13	-8	-2	1	3	-6
NPR2 activator	-4	2	0	3	2	-1
Tn6 DDE FP	5	-7	0	1	5	-4
KLK7 zymogen act	0.3	-0.6	0.4	0.1	0.3	0.6
NPR1 activator	-11	-1	1	4	-6	4

37: CCOc1cc(Br)c(/C=C2/C(=O)N(C)C(=S)N2CC(=O)OC)cc1OC
38: O=C(c1ccccc1)[C@@H]1[C@@H]2C(=O)N(c3ccc(F)cc3)C(=O)[C@@H]2C2CCCN21 (stereo partly drawn)
39: O=C(CCn1cccc1)N1CCc2ccccc21
40: CC(=O)C(=Cc1ccc(Cl)cc1)C(=O)c1ccccc1
41: C=CCNC(=O)C1CCC(CNc2nc(=S)[nH]c3ccccc23)CC1 (stereo not drawn)
42: CC1CCCCN1S(=O)(=O)c1ccc(C(=O)Nc2nnc(C3=COCCO3)o2)cc1 (stereo not drawn)

assay / entry	37	38	39	40	41	42
GAA850 FXN act	1.4	6.4	2.9	·	-0.7	0.7
ADAM10 inh	0	-21	-11	-6	-1	-1
rCAG RNA binder	-4	1	8	1	-2	24
HGIII-sPLA2 inh	-3	-11	-2	-2	8	-18
ARFGAP1 inh	10	5	1	6	1	-5
ASAP1 inh	12	-2	-6	1	-11	-1
NPR2 activator	-7	6	7	-8	1	0
Tn6 DDE FP	-3	1	-4	8	-1	-3
KLK7 zymogen act	0.1	0.4	-0.2	0.2	0.3	-0.5
NPR1 activator	-5	1	-1	-14	4	-1

43: CCCOc1ccc(OC(=O)c2ccc(Br)o2)cc1
44: O=C(Cn1nc(-c2ccccc2)c2ccccc2c1=O)Nc1cccnc1
45: Cc1ccc(CN=Cc2[nH]c3ccc(Br)c(Cl)c3c2O)cc1
46: Cn1c(SCc2ccc(Br)cc2)nnc1-c1ccncc1
47: O=c1c2ccccc2ccc2ccc(P(=O)(O)O)cc12
48: CCc1ccc(OCC(=O)Nc2ccc(-c3cc4ccccc4oc3=O)c(OC)c2)cc1
49: Cc1cc(N)n2ncc(-c3ccc(Cl)cc3)c2n1
50: S=c1[nH]nc(-c2ccccc2)n1/N=C/c1cccc(Br)c1
51: Cn1c(N)c(C(=O)COC(=O)/C=C/c2cccc(Cl)c2)c(=O)n(C)c1=O

assay / entry	43	44	45	46	47	48	49	50	51
GAA850 FXN act	1.4	-1.1	-2.9	-0.1	-0.1	0.6	2.6	1.8	-0.8
ADAM10 inh	-9	-3	4	3	-69	-62	-160	1	-18
rCAG RNA binder	-6	0	7	-8	1	4	9	33	2
HGIII-sPLA2 inh	-4	-7	-3	4	5	-9	10	12	14
ARFGAP1 inh	2	-3	-10	12	-6	3	14	6	0
ASAP1 inh	-5	-10	-3	-7	10	12	-8	-8	20
NPR2 activator	-2	1	-3	-1	5	2	-6	-3	8
Tn6 DDE FP	2	6	-9	0	-3	1	-2	-4	2
KLK7 zymogen act	0.0	-0.9	-0.7	0.1	-0.6	-0.6	-0.1	-0.2	-0.8
NPR1 activator	4	2	-3	-3	1	5	-10	4	3

# Five of the compounds above, with two lines to a compound:
# Values run as follows: GAA850 FXN act, ADAM10 inh, rCAG RNA binder, HGIII-sPLA2 inh, ARFGAP1 inh, ASAP1 inh, NPR2 activator, Tn6 DDE FP, KLK7 zymogen act, NPR1 activator
46: Cn1c(SCc2ccc(Br)cc2)nnc1-c1ccncc1
 : -0.1, 3, -8, 4, 12, -7, -1, 0, 0.1, -3
47: O=c1c2ccccc2ccc2ccc(P(=O)(O)O)cc12
 : -0.1, -69, 1, 5, -6, 10, 5, -3, -0.6, 1
48: CCc1ccc(OCC(=O)Nc2ccc(-c3cc4ccccc4oc3=O)c(OC)c2)cc1
 : 0.6, -62, 4, -9, 3, 12, 2, 1, -0.6, 5
49: Cc1cc(N)n2ncc(-c3ccc(Cl)cc3)c2n1
 : 2.6, -160, 9, 10, 14, -8, -6, -2, -0.1, -10
50: S=c1[nH]nc(-c2ccccc2)n1/N=C/c1cccc(Br)c1
 : 1.8, 1, 33, 12, 6, -8, -3, -4, -0.2, 4
